# Compound activity (PubChem)
# USP10 block: inhibitors of human USP10 deubiquitinase; actives 1.1% (n = 47,000); Q14694; inhibition, % at 20 µM; purified USP10, Ub-rhodamine fluorescence, 60 min; AID 1645856
# USP8 block: blocks human USP8 ubiquitin-rhodamine cleavage. P40818. purified USP8, Ub-rhodamine cleavage fluorescence, 30 min. inhibition, % at 20 µM. actives 4.2% (n = 47,000)
# OTUD3 block: human OTUD3 deubiquitinase inhibition; inhibition, % at 25 µM; purified OTUD3, Ub-rhodamine fluorescence, 2 h; actives 0.7% (n = 47,000)
# Target sequence (Q5T2D3 whole entry, looked up): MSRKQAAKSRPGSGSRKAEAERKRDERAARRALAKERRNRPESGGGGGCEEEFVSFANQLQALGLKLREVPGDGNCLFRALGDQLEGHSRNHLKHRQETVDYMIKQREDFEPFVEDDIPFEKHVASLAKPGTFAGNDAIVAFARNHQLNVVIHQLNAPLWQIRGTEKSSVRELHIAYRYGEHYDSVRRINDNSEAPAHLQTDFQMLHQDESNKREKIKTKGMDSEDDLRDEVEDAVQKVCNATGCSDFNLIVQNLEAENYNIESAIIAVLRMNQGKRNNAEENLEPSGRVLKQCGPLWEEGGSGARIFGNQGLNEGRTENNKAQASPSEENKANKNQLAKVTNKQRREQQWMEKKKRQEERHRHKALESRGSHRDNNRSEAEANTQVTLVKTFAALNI
# USP28 block: inhibitors of human USP28 deubiquitinase; Q96RU2; purified USP28, Ub-rhodamine cleavage fluorescence, 30 min; inhibition, % at 25 µM; actives 3% (n = 47,000)
# USP7 inh: inhibitors of human USP7 deubiquitinase; Q93009; purified USP7, Ub-rhodamine cleavage fluorescence; inhibition, % at 20 µM; actives 0.3% (n = 47,000); AID 1645854
# USP17 block: human USP17-like deubiquitinase inhibition | inhibition, % at 50 µM | purified USP17, Ub-rhodamine cleavage fluorescence, 3 h | actives 6.5% (n = 47,000) | AID 1645855 | A8MUK1
# UCHL1 block: inhibitors of human UCHL1 deubiquitinase | P09936 | purified UCHL1, Ub-rhodamine cleavage fluorescence | inhibition, % at 20 µM | actives 0.2% (n = 47,000) | AID 1645859
# Target sequence (P09936 whole entry, looked up): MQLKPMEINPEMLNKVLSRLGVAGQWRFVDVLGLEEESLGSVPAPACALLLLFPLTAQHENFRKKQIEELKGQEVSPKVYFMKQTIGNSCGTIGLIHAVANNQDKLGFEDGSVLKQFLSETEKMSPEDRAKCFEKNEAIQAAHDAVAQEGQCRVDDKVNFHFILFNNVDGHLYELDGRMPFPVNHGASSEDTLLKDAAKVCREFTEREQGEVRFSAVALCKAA
# USP30 inh: blocks human USP30 ubiquitin-rhodamine cleavage; Q70CQ3; purified USP30, Ub-rhodamine cleavage fluorescence; inhibition, % at 25 µM; actives 5.3% (n = 47,000)
# The depositor's hits bear a star; / = no result given. No stated cut-off is given here; in the data, active means inhibition above about 30%; inactive means the rest. Not a hit list. Share with any hit: about 14%.
nr | USP10 block | USP8 block | OTUD3 block | USP28 block | USP7 inh | USP17 block | UCHL1 block | USP30 inh | compound
1 | 3 | 1 | 11 | 0 | 5 | 6 | 3 | 12 | CC1CCN(C(=O)Nc2ccccc2)Cc2nc3ccccc3n21 (stereo not drawn)
2 | 2 | 4 | -3 | -7 | 1 | 50* | -5 | -2 | O=C1NC2(CCN(S(=O)(=O)c3ccc(F)c(Cl)c3)CC2)Nc2ccccc21
3 | 10 | -3 | 1 | 1 | / | 23 | -2 | 5 | COc1ccc(-c2cc(C(F)F)n3ncc(C(=O)Nc4cc(Cl)ccc4O)c3n2)cc1
4 | 2 | -140 | 15 | 9 | 2 | -4 | 2 | 14 | Cc1nc(-c2ccn[nH]2)cc(C2CCCN(S(C)(=O)=O)C2)n1 (stereo not drawn)
5 | -4 | -12 | -39 | -16 | -6 | -10 | -1 | -133 | COc1ccccc1NC(=O)c1c(-c2ccc(C)cc2)c2c3n(c(-c4ccc(Cl)cc4)cn13)CCCC2
6 | 15 | -194 | -5 | -5 | 2 | 5 | 1 | 5 | O=C(NCCc1cccs1)N1CCN(C2c3ccccc3-c3ccccc32)CC1
7 | -3 | 8 | 4 | 3 | -2 | 0 | -2 | 11 | CC(=O)c1ccc(S(=O)(=O)NC2CCN(c3ccccc3)C2=O)cc1 (stereo not drawn)
8 | 9 | 2 | 0 | -1 | -3 | -5 | -6 | 1 | CCOc1ccc(C(=O)N2CCN(c3oc(/C=C/c4cccs4)nc3C#N)CC2)cc1
9 | -2 | -11 | -23 | -25 | -6 | 8 | -4 | -93 | CCOC(=O)c1cnc(Nc2ccccc2OC)c2ccccc12
10 | -1 | 3 | 5 | 9 | / | 30* | 4 | 7 | COc1cc(OC)c2c(C)c(CC(=O)Nc3cccc(C(C)O)c3)c(=O)oc2c1 (stereo not drawn)
11 | 2 | 0 | 8 | 6 | 5 | 10 | 5 | 23 | O=C(c1cc(-c2ccccc2)n[nH]1)N1CCN(C(=O)c2ccco2)CC1
12 | 4 | 6 | -2 | -10 | 2 | -15 | -1 | 7 | COc1ccc(Cc2nc3c4c(ncn3n2)Oc2c(c(C)nn2-c2ccccc2)C4c2ccccc2OC)cc1 (stereo not drawn)

# Overlap with the part before: 2 entries, then new ones.
nr | USP10 block | USP8 block | OTUD3 block | USP28 block | USP7 inh | USP17 block | UCHL1 block | USP30 inh | compound
11 | 2 | 0 | 8 | 6 | 5 | 10 | 5 | 23 | O=C(c1cc(-c2ccccc2)n[nH]1)N1CCN(C(=O)c2ccco2)CC1
12 | 4 | 6 | -2 | -10 | 2 | -15 | -1 | 7 | COc1ccc(Cc2nc3c4c(ncn3n2)Oc2c(c(C)nn2-c2ccccc2)C4c2ccccc2OC)cc1 (stereo not drawn)
13 | 8 | 31* | 18 | 16 | 6 | 5 | 0 | 13 | COc1ccc(-n2nnnc2-c2c[nH]c3c(F)cc(F)cc23)cc1
14 | 0 | 13 | 14 | 22 | 0 | 15 | 1 | 18 | CCc1csc2nc(C)c(NC(=O)COc3ccc(C)cc3)c(=O)n12
15 | 1 | -1 | -8 | -1 | -10 | -8 | -2 | 4 | COc1ccccc1C(=O)N1CCN(C(=O)c2cc3ccccc3[nH]2)CC1
16 | 0 | -2 | 4 | -4 | -4 | 5 | -3 | 15 | COc1cc(=O)n2c(c1C(=O)NCc1ccc(C(F)(F)F)cc1)CCCC2
17 | 2 | 3 | 15 | 79* | 1 | 56* | 4 | 17 | CC1CS(=O)(=O)N(c2ccc(C(=O)Nc3ccc4c(c3)OCCO4)cc2)C1=O (stereo not drawn)
18 | 0 | 1 | 6 | 6 | -3 | 3 | -1 | 5 | Cc1cccc(NC(=O)CSc2nnc(-c3ccco3)n2Cc2ccco2)c1C
19 | -4 | -10 | 1 | -8 | -1 | -12 | -2 | -48 | COc1ccc(Nc2nc(NCCCO)nc3c2cnn3C)cc1
20 | 1 | -23 | 15 | 9 | -1 | 36* | 4 | 17 | O=C(Nc1ccc(Cl)cc1)c1nc(-n2cnnc2)ccc1Cl
21 | 1 | 34* | 1 | 6 | 4 | 8 | 3 | 8 | COc1ccc(-c2nc3c(c(=O)c4ccccc4n3C)c(=O)n2CCc2ccc(OC)c(OC)c2)cc1
22 | 5 | -65 | 12 | 13 | -7 | -14 | 11 | 24 | Cc1ccc(-c2nc(NC(=O)c3ccccn3)sc2C)cc1
23 | 3 | 14 | 24 | 16 | 7 | 20 | 2 | 43* | Cc1ccc(COc2cc(C(=O)NCc3ccccc3C)c3ccccc3n2)cc1
24 | 1 | 3 | 0 | / | 6 | 18 | 1 | / | O=C(NC1CC1)c1cnc(-c2ccccc2)nc1Sc1cccc(C(F)(F)F)c1

# Just USP28 block and USP17 block, for some of the entries so far:
item	Compound	USP28 block	USP17 block
22	Cc1ccc(-c2nc(NC(=O)c3ccccn3)sc2C)cc1	13	-14
23	Cc1ccc(COc2cc(C(=O)NCc3ccccc3C)c3ccccc3n2)cc1	16	20

# Full records from above. Order of values: USP10 block | USP8 block | OTUD3 block | USP28 block | USP7 inh | USP17 block | UCHL1 block | USP30 inh
# O=C(NCCc1cccs1)N1CCN(C2c3ccccc3-c3ccccc32)CC1 as listed: 15 | -194 | -5 | -5 | 2 | 5 | 1 | 5
# Cc1cccc(NC(=O)CSc2nnc(-c3ccco3)n2Cc2ccco2)c1C as listed: 0 | 1 | 6 | 6 | -3 | 3 | -1 | 5

# Some of these compounds in order of the UCHL1 block value, rising:
nr | USP10 block | USP8 block | OTUD3 block | USP28 block | USP7 inh | USP17 block | UCHL1 block | USP30 inh | compound
13 | 8 | 31* | 18 | 16 | 6 | 5 | 0 | 13 | COc1ccc(-n2nnnc2-c2c[nH]c3c(F)cc(F)cc23)cc1
21 | 1 | 34* | 1 | 6 | 4 | 8 | 3 | 8 | COc1ccc(-c2nc3c(c(=O)c4ccccc4n3C)c(=O)n2CCc2ccc(OC)c(OC)c2)cc1
20 | 1 | -23 | 15 | 9 | -1 | 36* | 4 | 17 | O=C(Nc1ccc(Cl)cc1)c1nc(-n2cnnc2)ccc1Cl

# Other entries follow.
nr | USP10 block | USP8 block | OTUD3 block | USP28 block | USP7 inh | USP17 block | UCHL1 block | USP30 inh | compound
25 | 2 | 6 | 11 | 5 | -16 | 4 | 4 | 9 | CC(=O)c1cc(Cl)ccc1OCC(=O)N1CCCc2ccccc21
26 | 1 | 7 | 20 | 12 | 4 | 5 | 0 | 17 | CCOc1c(CC)cnc2c1c(=O)n(CC(=O)NCc1ccc(F)cc1)c(=O)n2C
27 | 1 | 3 | 3 | 3 | 0 | 3 | 1 | 18 | CCOc1ccc(N(CC(=O)NC2CCCCC2)C(=O)CCC(=O)Nc2ccccn2)cc1
28 | 2 | 3 | -6 | 0 | 2 | -6 | 1 | 0 | O=C(NC1CCN(Cc2ccccc2)CC1)c1ccc(Cn2c(=O)[nH]c3ccccc3c2=O)cc1
29 | -5 | -11 | -16 | -16 | 2 | -7 | -5 | -19 | O=C(Nc1ccc(F)cc1)c1cc(N2CCOCC2)nc2ccccc12
30 | 0 | 5 | -2 | -12 | -2 | -5 | -4 | -4 | O=C(CCc1c[nH]c2ccccc12)N1C[C@@H](O)[C@H](N2CCCC2)C1
31 | 0 | 3 | -24 | -12 | -1 | 0 | -5 | -3 | COc1ccc(S(=O)(=O)NCC2CCC(C(=O)NCc3ccccn3)CC2)cc1 (stereo not drawn)
32 | 2 | 1 | -3 | / | 1 | -1 | 2 | / | CNC(=O)c1cnc(C2CCCCN2C(=O)c2ccccc2)s1 (stereo not drawn)
33 | -3 | -5 | -9 | -15 | -5 | -13 | -2 | -32 | CCN1CCN(C(=O)c2cc3c(=O)n4ccccc4nc3n2Cc2ccccc2)CC1
34 | 0 | 17 | 6 | 7 | -80 | 17 | 5 | 14 | CCc1ccc(OCC(=O)N(C)Cc2cc(=O)[nH]c3ccccc23)cc1
35 | 1 | -1 | -2 | -3 | 0 | -1 | -1 | -14 | O=C(NC1CCCCCC1)C1CCCN(c2cnccn2)C1 (stereo not drawn)
36 | -2 | -33 | -14 | -3 | 7 | -4 | 5 | -9 | Cc1ccc(-c2cc(C(=O)NCC(c3ccccc3Cl)N3CCOCC3)no2)cc1 (stereo not drawn)
